# FID counter – compounds displacing fluorescent DNA intercalator, primary screen, artefact control for HCV NS3 helicase inhibitor project, biochemical, FID fluorescence | actives 0.17% (n = 290,000) | inhibition, % at 7.9 µM | DNA fluorescent intercalator displacement; in the data active means inhibition above about 37%;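 further: 0% = vehicle and 100% = reference compound; higher means more ethidium bromide displaced from hairpin DNA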
# HCV NS3 hel inh – inhibitors of HCV NS3 helicase, primary screen, biochemical, Cy5 molecular beacon fluorescence. Hepatitis C virus NS3 helicase. NS3 helicase DNA unwinding. inhibition, % at 10.9 µM. actives 0.56% (n = 290,000). AID 1800, 2009;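 active means inhibition above the mean of all tested compounds plus 3 SD, set per campaign, cut at about 35% in these data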;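 further: 0% = DMSO wells and 100% = thioflavine S control wells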
#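 Assay system – hepatitis C virus NS3 helicase domain fragment enzyme · Buffer or medium – MOPS pH 6.5, MgCl2, DTT, Tween20, BSA · Reagent – Cy5/quencher beacon DNA duplex and ATP to start · Compound – single 10.9 µM dose · Timing – 1 h at 25 °C · Technique – Cy5 beacon fluorescence read at start and 1 h · Measure – % inhibition of unwinding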
# p-CIP stab down – p/CIP-EGFP fusion destabilizers, primary screen, fluorescence, F442A cells | 16 h | Q05BA5 | actives 0.01% (n = 290,000) | decrease of EGFP signal, % at 10 µM;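 active means EGFP signal decrease of at least 30% at 10 µM or well 3 SD below plate mean, unless failing retest; inactive means the rest, including hits failing retest or dose response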; further: some compounds called inactive have numbers as strong as hits; many of its hits are not listed in these tables
# IMP-1 inhibitor – IMP-1 metallo-beta-lactamase inhibitors, primary screen, biochemical, epi-absorbance readout, Pseudomonas aeruginosa enzyme | inhibition, % at 5.6 µM | actives 0.45% (n = 290,000) | purified IMP-1, nitrocefin hydrolysis, epi-absorbance fluorescence | AID 1556, 2009;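 active means inhibition above the mean plus 3 SD of all compounds in the same screening run, cut at about 4.5% in these data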;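 further: 0% = IMP-1 with DMSO and 100% = DMSO wells lacking enzyme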
#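 System – purified recombinant IMP-1 beta-lactamase · Input – IMP-1 dispensed at 0.2 nM · Timing – 15 min preincubation plus 25 min reaction at 25 °C · Signal – Epi-absorbance fluorescence, 480 nm excitation, 530 nm emission · Measure – percent IMP-1 inhibition derived from blank-referenced optical density · Controls – Enzyme-plus-DMSO low control, enzyme-free DMSO high control · Replication – singlicate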
# M18AAP inhibitor – PfM18AAP inhibitors, malaria aminopeptidase, primary screen, biochemical, QFRET, recombinant enzyme; inhibition, % at 7.35 µM; AID 1822, 2009; actives 1.2% (n = 290,000); H-Glu-NHMec fluorogenic cleavage;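 active means inhibition above the campaign mean inhibition over all tested compounds plus 3 SD, cut at about 28% in these data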;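 further: 0% = plate median of test compound wells and 100% = 2 mM ZnCl2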
# UBC9 SUMO inh – inhibitors of in vitro SUMOylation cascade, primary screen, biochemical, HTRF, uHTS. HTRF SUMOylation assay, SAE1/SAE2 + UBC9. inhibition, % at 35 µM. actives 0.36% (n = 290,000). SUMO-conjugating enzyme UBC9 (Homo sapiens), P63279; in the data active means inhibition above about 50%, passing the limit was not always enough; further: strong numbers were not always called active
# VIM-2 inh – VIM-2 metallo-beta-lactamase inhibitors, primary screen, biochemical, epi-absorbance readout, Pseudomonas aeruginosa enzyme | actives 0.89% (n = 290,000) | purified VIM-2, nitrocefin hydrolysis, epi-absorbance fluorescence | inhibition, % at 5.6 µM | AID 1527, 2009;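 active means inhibition above the mean of all tested compounds plus 3 SD, cutoff set per screening run, cut at about 7.5% in these data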;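 further: red hydrolysis product quenches plate fluorescence so inhibitors raise well fluorescence; 0% = enzyme with DMSO and 100% = DMSO without enzyme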
# IDE inh – human IDE inhibitors in live cells, primary screen, fluorescence polarization, HEK cells, FAbetaB substrate. Insulin-degrading enzyme (Homo sapiens), P14735. FAbetaB cleavage. inhibition, % at 5.59 µM. actives 0.41% (n = 320,000);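 active means percent inhibition above the average of all tested compounds plus 3 SD, set per screening campaign, cut at about 16% in these data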;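 further: IDE supplied by intact live HEK cells; FP after avidin binding of uncleaved biotin substrate so inhibition keeps polarization high; 0% = DMSO wells and 100% = 60 µM reference IDE inhibitor Ii1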
# Target sequence (P14735 whole entry, looked up): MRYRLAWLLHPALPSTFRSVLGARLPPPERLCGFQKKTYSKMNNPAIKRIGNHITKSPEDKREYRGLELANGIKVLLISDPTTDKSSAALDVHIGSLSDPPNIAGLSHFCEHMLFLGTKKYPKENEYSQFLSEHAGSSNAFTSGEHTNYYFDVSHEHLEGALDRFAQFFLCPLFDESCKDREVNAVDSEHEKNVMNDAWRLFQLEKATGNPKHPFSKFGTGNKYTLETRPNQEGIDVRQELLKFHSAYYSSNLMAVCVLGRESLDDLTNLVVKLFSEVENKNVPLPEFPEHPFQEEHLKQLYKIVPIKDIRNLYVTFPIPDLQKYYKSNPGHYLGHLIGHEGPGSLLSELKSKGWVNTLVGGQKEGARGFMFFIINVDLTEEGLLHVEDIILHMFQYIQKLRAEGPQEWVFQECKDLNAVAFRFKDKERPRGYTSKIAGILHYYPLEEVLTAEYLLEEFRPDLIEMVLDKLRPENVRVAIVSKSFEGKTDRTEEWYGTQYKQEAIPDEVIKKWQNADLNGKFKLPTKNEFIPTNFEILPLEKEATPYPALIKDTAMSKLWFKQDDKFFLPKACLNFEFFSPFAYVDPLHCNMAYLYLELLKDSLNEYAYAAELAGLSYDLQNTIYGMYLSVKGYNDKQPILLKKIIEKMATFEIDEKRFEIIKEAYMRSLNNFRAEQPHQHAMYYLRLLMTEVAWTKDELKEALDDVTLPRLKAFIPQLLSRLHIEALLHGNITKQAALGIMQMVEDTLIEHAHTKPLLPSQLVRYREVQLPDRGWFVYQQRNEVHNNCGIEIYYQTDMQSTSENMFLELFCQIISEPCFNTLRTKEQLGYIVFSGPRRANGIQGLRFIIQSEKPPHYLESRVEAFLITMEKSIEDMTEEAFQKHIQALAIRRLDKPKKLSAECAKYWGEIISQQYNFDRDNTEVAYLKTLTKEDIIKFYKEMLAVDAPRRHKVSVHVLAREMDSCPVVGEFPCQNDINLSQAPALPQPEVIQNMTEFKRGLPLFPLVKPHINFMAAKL
# IDE cell activ – human IDE activators in live cells, primary screen, fluorescence polarization, HEK cells, FAbeta-B substrate; Insulin-degrading enzyme (Homo sapiens), P14735; FAbeta-B cleavage; 0% vehicle, 100% cell-free pure enzyme wells; activation, % at 5.96 µM; actives 0.073% (n = 340,000);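 active means activation above the mean of all tested compounds plus 3 SD, set per screening campaign, cut at about 17% in these data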
# Numbers without * were called inactive; x = not tested or not shown.
canonical_smiles,FID counter,HCV NS3 hel inh,p-CIP stab down,IMP-1 inhibitor,M18AAP inhibitor,UBC9 SUMO inh,VIM-2 inh,IDE inh,IDE cell activ
CCN(C(=O)COC(=O)c1cc(S(=O)(=O)Nc2c(C)n(C)n(-c3ccccc3)c2=O)ccc1Cl)C1CCCCC1,-53,-5,-11,-2.7,-2,9,0.6,0,-2
CC(=O)N(CC1CCCO1)c1nnc(-c2cnccn2)s1 (stereo unspecified),-2,-2,2,-1.4,-2,-5,0.9,3,2
CCN(CC)c1nc(OC)nc(-n2nnc(C(C)=O)c2C)n1,-13,6,-19,-0.9,-8,12,-0.3,-2,4
COCCNC(=O)Cn1c(=O)n(Cc2ccc(C(=O)NCc3ccco3)cc2)c(=O)c2ccccc21,-15,-2,-15,-1.9,-5,-2,-3.4,0,-6
NS(=O)(=O)c1ccc(CCNC(=O)CCCC2=NS(=O)(=O)c3ccccc3N2)cc1,0,-1,-1,-2.9,-9,-10,0.4,-4,2
CCOc1ccc(-n2nnnc2SCC(=O)Nc2cccc(O)c2)cc1,-12,-4,-14,-2.6,-12,7,-1.5,-4,4
COc1ccc2c(c1OC)C(=O)OC2Nc1nc(-c2ccc([N+](=O)[O-])cc2)cs1 (stereo unspecified),5,-2,-12,-3.2,7,17,-2.3,3,3
O=C(Nc1cnn(Cc2ccccc2)c1)NC12CC3CC(CC(C3)C1)C2,-29,-1,1,-3.2,-5,-10,-2.8,2,0
Cc1ccc(C)c(/C(O)=C2\C(=O)C(=O)N(Cc3cccnc3)C2c2cccnc2)c1 (stereo unspecified),-1,-6,-10,-0.4,-8,-9,-0.3,6,1
Cc1cc(C)c(S(=O)(=O)NCC(=O)NCc2cc(=O)n(C)c(=O)n2C)c(C)c1,-15,6,4,-2.1,1,10,-1.5,-4,1
O=S(=O)(c1cccs1)N1CN(CC2CCCO2)c2nc3ccccc3nc21 (stereo unspecified),-6,1,-4,-2.8,-4,8,-3.3,2,1
COc1ccc(-n2c(COc3ccccc3)nnc2SCc2ccc(C#N)cc2)cc1,-31,-5,-11,0.3,-4,-5,-4.5,6,4
COc1ccc2[nH]c(=O)c(CN(Cc3cccs3)S(=O)(=O)c3c(C)ccc4nsnc34)cc2c1,2,1,-12,-3.0,0,9,-1.1,-1,0
Cc1nnc(C)n1/N=C/c1ccccn1,3,-6,-3,-2.9,9,-13,-3.7,0,5
CCOCCn1cnc2sc(C(=O)Nc3nc(C)c(C(=O)OCC)s3)c(C)c2c1=O,-1,-1,-2,-3.1,-1,-18,-2.9,2,x
COc1cc2c(cc1OC)CN(C(=O)CSc1nnc3scc(-c4ccccc4)n13)CC2,-25,1,-10,-4.5,5,12,-0.9,2,5
Cc1c(NC(=O)c2ccc([N+](=O)[O-])o2)cccc1-c1nc2ncccc2o1,-12,18,-15,1.6,-6,1,0.3,-1,4
CC(C)COc1ccc(-c2nn(-c3ccccc3)cc2C(=O)Nc2nccs2)cc1,-4,-5,-7,-2.4,-1,8,-1.4,-5,6
COc1cc(C(=O)N2CCC(n3c(C)nc4cc(F)ccc43)CC2)cc(OC)c1OC,-19,5,6,-2.1,-2,0,-2.1,2,1
O=C(Nc1cccc(C(F)(F)F)c1)c1cccnc1N1CCCC1,-6,10,-8,0.7,6,7,-4.7,-5,3
CCN(Cc1ccccc1)C(=O)c1ccc(NC(=O)c2ccc(OC)cc2)cc1,-48,-15,8,-3.9,0,10,-2.7,10,2
CCOc1ccc(CC(=O)Nc2c(C(N)=O)oc3ccccc23)cc1OCC,-13,8,8,-2.5,0,4,-3.3,1,-2
CC(=O)c1sc2nc(CSc3nncn3C)[nH]c(=O)c2c1C,0,-5,-9,-1.4,-12,14,0.5,2,0
COc1cccc(NC(=O)CSc2nc3c(sc4ccccc43)c(=O)n2CCCN2CCCC2)c1,25,-15,-5,-2.0,-3,21,2.6,3,2
Cc1nc(Cl)c(C(=O)NC(=O)NCc2ccccc2)c(C)c1Cl,-19,-5,4,-1.6,-1,2,-1.2,0,-2
CCn1c(=O)c(C(=O)NCc2ccccn2)c(O)c2ccccc21,-7,1,-4,-3.1,-10,7,-3.1,1,4
CC1=C(OC(=O)c2ccccc2)C(C)(C)C(c2ccccc2)OC1=O (stereo unspecified),-6,-7,2,-2.2,1,10,0.2,5,-1
CC(=O)c1ccc(NC(=S)NC2CCCC(C)C2C)cc1 (stereo unspecified),-9,5,-5,1.6,-7,-14,0.1,-1,2
CC(Sc1nc(-c2ccc(F)cc2)cs1)C(=O)N1c2ccccc2CC1C (stereo unspecified),-17,0,-13,-3.4,3,-22,-2.5,3,0
O=C(CO)N/N=C/c1c2ccccc2cc2ccccc12,-5,-3,-9,-2.2,-10,6,-0.4,0,-5
COc1cccc(-c2cc(C(=O)NCc3ccco3)no2)c1,-24,24,4,-1.5,12,-2,0.3,6,5
COc1ccc(NS(=O)(=O)c2ccc(N3CCN(CCO)CC3)c([N+](=O)[O-])c2)cc1,16,-8,-29,-3.4,-12,3,0.4,0,5
COc1ccc(OC)c(Cc2nnc(CCC(=O)NC3CCCCC3)o2)c1,-19,-1,-8,-2.9,2,18,-2.8,3,1
O=C(Nc1ccc(F)cc1)N1CCN2C(=O)c3ccccc3C12c1ccccc1 (stereo unspecified),-26,11,1,-3.6,-4,-14,-1.3,3,5
CCOC(=O)C1(CCCc2ccccc2)CCN(C(=O)CCCn2cncn2)CC1,-25,-3,-9,-1.4,2,-4,-3.5,2,0
Cc1ccc(OC(=O)c2cccc(C(=O)Oc3ccc(C)cn3)n2)nc1,3,-1,-7,-3.2,-3,16,-1.9,2,x
CC1(C)CC(=O)C2=C(C1)Nc1ccccc1N(C(=O)C1CC1)C2c1ccco1 (stereo unspecified),-10,-2,3,-4.6,3,18,-0.5,-2,6
C=C(C)CSc1[nH]c(=O)cc(C)c1C#N,3,4,-3,-2.1,5,13,-7.3,0,x
Cc1cc(C)c(NC(=O)CSc2nc3ccc(N4C(=O)c5ccccc5C4=O)cc3s2)c(C)c1,-2,-7,2,-2.4,2,2,-0.8,1,2
O=C(N/N=C\c1ccc(F)cc1)c1cc(OCC(F)(F)F)ccc1OCC(F)(F)F,-14,3,0,-3.2,-3,-1,-2.6,6,-3
Cc1ccc(NC(=O)c2cc(N3C(=O)C=CC3=O)ccc2N2CCOCC2)cc1Cl,-17,4,2,-1.7,3,-1,-0.3,3,-41
O=C(CCSc1ccccc1)NCCN1CCOCC1,1,-20,2,-1.2,4,-25,-0.7,8,3
CCOc1ccc(N(CC(=O)NC(C)(C)C)S(=O)(=O)c2c(C)noc2C)cc1,-29,-5,0,-3.4,-7,19,-1.9,5,-2
CCC(NC(=O)c1ccccc1Br)c1ccccc1 (stereo unspecified),-3,-2,-4,-1.2,-1,2,-2.5,-4,2
Cn1c(=O)cc(Nc2ccccc2)[nH]c1=O,-2,4,-12,-3.2,0,7,-2.0,3,4
Nc1cccc(-c2nc3ncccc3o2)c1,-6,-2,-6,-0.9,-1,15,1.9,4,1
COc1ccccc1S(=O)(=O)Nc1cc(C)nn1-c1ccc(C)cc1,-6,-7,6,-3.5,-8,-12,-1.6,6,4
Cc1ccccc1N1C(=O)N(c2cccc(C(F)(F)F)c2)C2CS(=O)(=O)CC21 (stereo unspecified),-1,12,-1,-4.1,-6,2,-3.0,7,4
N/C(=N\O)c1ccc(Cl)cc1Cl,-2,-1,-4,-1.6,-1,8,-2.5,10,7
Cc1oc(-c2ccccc2F)nc1CS(=O)(=O)CC(=O)N1CCOCC1,-2,-2,-19,-0.6,-7,6,-0.3,-2,7

# Shown with each value named: part of the list above.
Cc1ccc(OC(=O)c2cccc(C(=O)Oc3ccc(C)cn3)n2)nc1
  FID counter: 3 | HCV NS3 hel inh: -1 | p-CIP stab down: -7 | IMP-1 inhibitor: -3.2 | M18AAP inhibitor: -3 | UBC9 SUMO inh: 16 | VIM-2 inh: -1.9 | IDE inh: 2 | IDE cell activ: x

CC1(C)CC(=O)C2=C(C1)Nc1ccccc1N(C(=O)C1CC1)C2c1ccco1 (stereo unspecified)
  FID counter: -10 | HCV NS3 hel inh: -2 | p-CIP stab down: 3 | IMP-1 inhibitor: -4.6 | M18AAP inhibitor: 3 | UBC9 SUMO inh: 18 | VIM-2 inh: -0.5 | IDE inh: -2 | IDE cell activ: 6

# Continued.
canonical_smiles,FID counter,HCV NS3 hel inh,p-CIP stab down,IMP-1 inhibitor,M18AAP inhibitor,UBC9 SUMO inh,VIM-2 inh,IDE inh,IDE cell activ
Cc1ccc(C=Nc2ccc(N(C)C)cc2)o1,1,39*,-16,-0.6,13,-44,-1.2,1,-6
CC(C)c1ccc(OCC(=O)Nc2ccccc2C(=O)N2CCOCC2)cc1,-36,-3,-5,-1.1,-2,-6,-0.6,1,4
COc1cccc(-c2nnc(NC(=O)c3ccc(S(=O)(=O)N4CCOCC4)cc3)o2)c1,-10,10,2,-3.7,-10,-11,-4.3,-9,-2
Nc1[nH]c(=S)[nH]c(=O)c1-c1ccccc1,0,-5,-14,-3.0,9,9,-3.6,5,-4
O=C(COc1ccc(Cl)cc1)Nc1ccc(C(=O)O)cc1NC(=O)COc1ccc(Cl)cc1,-11,-51,5,1.1,-2,19,-1.1,-3,4
CCOc1ccc(N(C)Cc2cc(=O)oc3ccc(OC)cc23)cc1,-14,19,-6,-1.7,0,0,2.0,0,0
CN1CCN(C(=O)C23CCC(C)(C(=O)C2Br)C3(C)C)CC1 (stereo unspecified),-3,7,1,-4.5,-2,16,-1.0,2,0
C/C(=N\NC(=O)Cc1ccccc1)c1cccs1,-14,6,-12,-3.0,12,13,-2.8,2,5
O=C(/C=C/c1ccccc1)N/C(=C/c1ccccc1)C(=O)NCCCO,-15,3,-16,-2.8,4,17,-0.8,-6,1
Cc1cccc(C)c1NC(=S)N(CCCN1CCN(C)CC1)Cc1cccs1,6,-6,8,-1.2,-4,-28,0.1,-2,4
C1CCN(CCCNC2C3CC4CC(C3)CC2C4)C1 (stereo unspecified),13,-5,-7,-1.4,-13,1,0.2,-4,-4
CCOCCCNC(=O)CCc1nnc2ccc(N3CCCCC3)nn12,-20,-11,-2,-2.0,-10,4,-0.7,-2,2
O=C(N/N=C/c1ccccc1)c1cc(=O)[nH]c2ccccc12,-8,5,-2,-4.2,5,7,-1.9,-4,8
Cc1cccc[n+]1CC(=O)Nc1ccc([N+](=O)[O-])cc1,6,5,-1,-2.0,2,1,-0.8,-2,4
COc1ccc(C2CC(c3ccccc3O)=NN2C(=O)c2ccccc2)cc1OC (stereo unspecified),-34,-13,1,-1.8,4,-6,-1.7,0,3

# High-throughput results: PubChem, several laboratories
